From PubChem
MEKK3 PB1 HTS: modulators of MEKK3-MEK5 PB1 binding, primary screen, biochemical, wildtype MEKK3, multiplex bead flow cytometry, Alexa488-MEK5. bead-based flow cytometry, Alexa488-MEK5 binding to MEKK3; actives lie on both sides; 0 = blocked by unlabeled MEK5, 100 = vehicle. Mitogen-activated protein kinase kinase kinase 3 (Homo sapiens), Q99759. binding response (% of control), % at 10 µM. 290,000 compounds, 1.4% hits;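 active means binding response more than 3 SD above or below the average of its plate-row segment, actives on both sides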;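 further: Alexa488 bead fluorescence after subtracting the streptavidin-only scavenger bead signal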
M4 PAM: human M4 muscarinic receptor positive allosteric modulators, primary screen, CHO-K1 cells, Fluo-8 calcium fluorescence; CHO-K1 hM4/Gqi5, ACh EC20; 0% = ACh EC20, 100% = maximal ACh; Muscarinic acetylcholine receptor M4 (Homo sapiens), P08173; 360,000 compounds, 0.4% hits; activation, % at 3 µM;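 active means activation above its plate's cutoff, the mean activation of sample wells plus 3 SD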; further: some results filed as inactive read as strong as hits
CRFR2-BP antag: antagonists of CRF-BP/CRF-R2 complex, primary screen, cell-based, HEK293, calcium dye fluorescence, uHTS. CRF-induced calcium fluorescence. inhibition, % at 11.8 µM. 350,000 compounds, 0.59% hits;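 active means inhibition of the ligand-induced calcium signal above about 50% at the single tested concentration, limit read from the data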
GalR3 antag: GalR3 antagonists in HEK293 cells, primary screen, cell-based, fluorescence readout. 360,000 compounds, 0.44% hits. Galanin receptor type 3 (Homo sapiens), O60755. HEK293 GalR3-CNG cAMP membrane potential fluorescence; galR3 body fused to GalR1 C-terminus. AID 651719, 2012. inhibition, % at 3 µM;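 active means inhibition above the screen-wide average plus 3 SD, cut at about 13% in these data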;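 further: forskolin and galanin both at EC90 stimulate the cells; cAMP rise reported by CNG channel membrane potential dye signal; 0% = forskolin plus galanin with DMSO and 100% = forskolin alone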
IDE cell activ: human IDE activators in live cells, primary screen, fluorescence polarization, HEK cells, FAbeta-B substrate. Insulin-degrading enzyme (Homo sapiens), P14735. FAbeta-B cleavage; 0% vehicle, 100% cell-free pure enzyme wells. activation, % at 5.96 µM. 340,000 compounds, 0.073% hits;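 active means activation above the mean of all tested compounds plus 3 SD, set per screening campaign, cut at about 17% in these data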
pCIP destab: p/CIP-EGFP fusion destabilizers, primary screen, fluorescence, F442A cells. Q05BA5. 16 h. decrease of EGFP signal, % at 10 µM. 290,000 compounds, 0.01% hits;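 active means EGFP signal decrease of at least 30% at 10 µM or well 3 SD below plate mean, unless failing retest; inactive means the rest, including hits failing retest or dose response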; further: some compounds called inactive have numbers as strong as hits; many of its hits are not listed in these tables
Target sequence (Q05BA5 1-1403): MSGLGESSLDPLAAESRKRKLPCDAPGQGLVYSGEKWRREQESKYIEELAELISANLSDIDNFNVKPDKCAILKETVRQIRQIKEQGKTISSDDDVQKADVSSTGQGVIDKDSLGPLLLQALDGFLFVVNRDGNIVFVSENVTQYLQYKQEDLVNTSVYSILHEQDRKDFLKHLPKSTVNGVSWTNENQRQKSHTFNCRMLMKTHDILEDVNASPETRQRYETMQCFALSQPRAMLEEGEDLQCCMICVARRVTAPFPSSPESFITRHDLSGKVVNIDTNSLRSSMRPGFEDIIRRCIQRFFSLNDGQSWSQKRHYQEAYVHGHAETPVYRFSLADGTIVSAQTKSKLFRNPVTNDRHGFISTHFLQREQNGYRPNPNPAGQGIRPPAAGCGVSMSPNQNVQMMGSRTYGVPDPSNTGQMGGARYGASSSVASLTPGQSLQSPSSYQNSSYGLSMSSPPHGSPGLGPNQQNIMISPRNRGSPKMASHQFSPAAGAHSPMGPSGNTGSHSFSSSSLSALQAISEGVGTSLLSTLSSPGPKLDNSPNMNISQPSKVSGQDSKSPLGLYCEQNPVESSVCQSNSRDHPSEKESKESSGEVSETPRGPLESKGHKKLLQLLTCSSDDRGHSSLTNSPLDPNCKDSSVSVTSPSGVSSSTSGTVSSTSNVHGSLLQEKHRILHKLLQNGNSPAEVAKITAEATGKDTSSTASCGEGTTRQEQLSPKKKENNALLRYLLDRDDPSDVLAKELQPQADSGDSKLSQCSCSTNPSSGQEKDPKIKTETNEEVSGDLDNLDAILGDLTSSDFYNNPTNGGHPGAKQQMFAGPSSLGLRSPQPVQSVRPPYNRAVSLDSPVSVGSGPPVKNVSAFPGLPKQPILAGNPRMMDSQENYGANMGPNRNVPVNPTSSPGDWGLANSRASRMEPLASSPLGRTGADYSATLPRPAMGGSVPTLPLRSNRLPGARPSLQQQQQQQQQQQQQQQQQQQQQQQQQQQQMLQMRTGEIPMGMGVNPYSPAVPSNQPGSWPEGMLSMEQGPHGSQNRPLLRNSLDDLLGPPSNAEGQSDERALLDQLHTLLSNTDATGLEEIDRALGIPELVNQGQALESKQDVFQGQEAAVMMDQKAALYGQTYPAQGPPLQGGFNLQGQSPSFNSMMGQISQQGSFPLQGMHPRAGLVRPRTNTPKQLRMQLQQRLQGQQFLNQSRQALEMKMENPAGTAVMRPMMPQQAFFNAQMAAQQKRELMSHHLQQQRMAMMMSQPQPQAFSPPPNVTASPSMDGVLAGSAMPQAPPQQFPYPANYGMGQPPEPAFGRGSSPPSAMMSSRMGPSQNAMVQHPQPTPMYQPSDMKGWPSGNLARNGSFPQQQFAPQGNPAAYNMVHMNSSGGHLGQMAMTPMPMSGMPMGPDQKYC
PHOSPHO1 inh: PubChem AID 1565; recombinant PHOSPHO1, absorbance phosphatase assay; inhibition, % at 13.3 µM; 290,000 compounds, 1.1% hits; in the data active means inhibition above about 60%
CRFBP-R2 agonist: agonists of CRF-BP/CRF-R2 complex, primary screen, cell-based, HEK293, calcium dye fluorescence, uHTS; CRF-binding protein / CRF receptor 2 complex (human); calcium dye fluorescence (FLIPR); percent of saturating CRF peptide response; activation, % at 13.2 µM; 350,000 compounds, 0.46% hits;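 active means activation of at least 50%, plus an integration ratio under a set limit after plate pattern correction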;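 further: plate controls were neutral control wells without compound for no effect and CRF at EC100 for full effect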
IDE cell inh: human IDE inhibitors in live cells, primary screen, fluorescence polarization, HEK cells, FAbetaB substrate. 320,000 compounds, 0.41% hits. FAbetaB cleavage. inhibition, % at 5.59 µM. Insulin-degrading enzyme (Homo sapiens), P14735;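 active means percent inhibition above the average of all tested compounds plus 3 SD, set per screening campaign, cut at about 16% in these data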;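 further: IDE supplied by intact live HEK cells; FP after avidin binding of uncleaved biotin substrate so inhibition keeps polarization high; 0% = DMSO wells and 100% = 60 µM reference IDE inhibitor Ii1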
Starred values were filed as active, the others as inactive; . = no result given.

IDE cell inh	IDE cell activ	PHOSPHO1 inh	M4 PAM	MEKK3 PB1 HTS	CRFBP-R2 agonist	pCIP destab	CRFR2-BP antag	GalR3 antag	SMILES
1	-3	.	4	.	-0.3	.	-2	-3	O=C(CSc1ccccc1F)Nc1ccc2c(c1)OCO2
-1	-4	-68	-8	100	0.5	3	-4	-2	NC(=S)Cc1nc(-c2ccc(Cl)cc2)cs1
5	1	14	1	100	-0.8	-2	-7	-6	O=C(O)C1CC1C(=O)Nc1cc(F)ccc1F (centres undefined)
4	-2	-4	-1	105	1.1	15	1	0	CCNC(=O)c1ccc(OCC(=O)Nc2ccc(F)cc2)c(OC)c1
-2	-2	39	-8	103	-4.1	-16	5	-3	Cc1cc(C)c(S(=O)(=O)Nc2ccc(N3CCOCC3)cc2)c(C)c1
0	-1	28	1	102	-2.1	6	-7	-3	COCCn1c(SCC(=O)N2CCCC2)nc2c([nH]c3ccccc32)c1=O
-2	3	.	2	.	1.2	.	11	-6	Cc1ccc([C@@H]2CC=C(C(=O)O)[C@H](c3cccc(F)c3)N2S(=O)(=O)c2ccccc2C)cc1
-1	4	16	8	108	1.3	-14	-31	-12	O=C(CNC(=O)c1cccc(F)c1)OCC(=O)N1CCCc2ccccc21
12	4	9	0	102	0.2	0	2	-5	CC(C)CCNC(=O)NC(=O)COC(=O)C1CCN(S(=O)(=O)c2ccccc2F)CC1
2	-8	91*	-6	102	2.2	-6	-15	-4	CCn1c(COc2ccc(Cl)cc2)nnc1SCc1nc2ccccc2[nH]1
-4	0	5	-1	102	0.0	0	0	-3	Cc1n[nH]c(=O)nc1NCCc1ccccc1
-1	6	28	-3	123	-2.1	-1	-24	-3	COc1ccc(S(=O)(=O)NC(CCSC)C(=O)NC2CCCCC2)cc1 (centres undefined)
-3	1	-3	0	102	-0.9	-17	27	-5	CCOCCCNc1nc2nc3ccc(C)cn3c(=O)c2cc1C(=O)NCC1CCCO1 (centres undefined)
2	2	.	7	.	-0.1	.	8	-2	O=C(COc1coc(CN2CCN(c3ccc(F)cc3)CC2)cc1=O)NCC1CCCO1 (centres undefined)
1	1	20	1	94	-0.1	-2	3	-1	NC(=O)C1=C[C@@H](c2csc3ccccc23)C[C@@H](OCCCCO)O1
6	.	15	.	104	.	7	.	.	CCC(=O)Nc1nc2n(n1)C(c1ccc(OC)cc1)C=C(c1ccccc1)N2 (centres undefined)
-3	2	7	-14	84	-1.6	1	7	-2	COC(=O)/C(=C/Nc1cccc2ccccc12)[N+](=O)[O-]
.	3	.	-3	.	0.6	.	6	-1	Cc1cnc(NC(=O)CC2OC(=O)c3ccccc32)s1 (centres undefined)
-6	1	-3	-5	99	-0.5	0	7	-7	O=C(c1ccc(Br)s1)N1CCN(c2ncccn2)CC1
5	3	28	-2	109	1.5	17	-4	-8	COc1ccc(-n2cc(C(=O)c3ccccc3O)cn2)cc1
4	-6	30	-1	109	-0.4	-2	-15	-2	COc1ccccc1C1NC(=O)NC(C)=C1C(=O)OC1CCCC(C)C1 (centres undefined)
4	-2	22	-3	106	-1.3	2	-4	0	O=C(CNC(=O)c1ccccc1Br)N/N=C/c1cccnc1
3	0	.	-14	.	15	.	-18	4	O=C(COC(=O)c1ccc(S(=O)(=O)N2CCCC2)cc1)Nc1cccc(Br)c1
2	5	.	-4	.	1.5	.	-1	-1	O=C1CCC(C(=O)Nc2ccccc2N2CCCC2)=NN1
0	0	.	-16	102	-2.0	8	30	-10	Cc1c(CC(=O)O)c(=O)oc2c(C)c3occ(-c4ccccc4)c3cc12
9	3	15	-4	98	1.8	8	4	-9	C[C@H](NC(=O)C1CCN(S(=O)(=O)c2ccccc2)CC1)C(=O)NCc1ccc(Cl)cc1Cl
3	4	-6	1	94	-2.4	-4	35	-4	CC(C)CC(=O)Nc1ccccc1N1CCCC1
6	5	-16	10	111	-0.1	-1	0	-3	CC(C)NC(=O)Cc1ccc(Br)cc1
0	4	-5	7	102	0.5	-16	-4	-1	O=C(C1CCCO1)N1CCN(C(=S)Nc2cccc(F)c2)CC1 (centres undefined)
6	-7	4	2	106	-2.3	-10	-27	-11	COc1ccc(CN(C(=O)c2ccc3c(c2)OCCO3)C(C(=O)NC2CCCCC2)c2ccc3ncccc3c2)cc1 (centres undefined)
7	-2	-4	3	94	-0.4	5	-13	-2	COc1ccccc1CCn1c(N)c(C#N)c2nc3ccccc3nc21
-6	-5	8	6	93	-1.2	10	-6	11	COc1cc2c(=O)c(-c3ccc(O)cc3)coc2cc1OC1OC(CO)C(O)C(O)C1O (centres undefined)
.	-1	49	-4	103	-0.6	-8	-7	-8	Cc1ccc(CNCc2ccco2)cc1
3	7	-7	1	105	2.8	14	-23	-2	CCCC(=O)Nc1nc2ccc(S(=O)(=O)N3CCCCC3)cc2s1
2	-3	.	-10	.	-1.6	.	8	-8	Cc1ccc2c(c1)[C@H]1[C@H](CO2)[C@H](c2ccccc2)[C@]2(C)C(=O)Nc3ccc(Br)cc3C(=O)N12
6	2	.	-6	.	4.0	.	-1	-8	O=C1C=C(c2ccccc2)C[C@@H](c2ccc(Cl)cc2)C1
2	-1	-14	3	103	-1.3	-17	-7	-8	Cc1ccc(NC(=O)CCl)cc1S(=O)(=O)N1CCCCCC1
-1	3	.	-1	.	0.1	.	-7	-6	O=[N+]([O-])c1ccccc1S(=O)(=O)N1CCSCC1
0	6	18	0	99	-1.4	0	14	.	Cc1ccccc1-c1nc(CS(=O)(=O)CC(=O)NCc2ccc(F)cc2)c(C)o1
-4	5	15	-2	97	-0.2	-20	-1	1	COCC1CCN(C(=O)c2ccc3oc(Cc4ccc(Cl)cc4)nc3c2)C1 (centres undefined)

Arranged by value in pCIP destab (highest first): 4 from the list above.
molecule | IDE cell inh | IDE cell activ | PHOSPHO1 inh | M4 PAM | MEKK3 PB1 HTS | CRFBP-R2 agonist | pCIP destab | CRFR2-BP antag | GalR3 antag
COc1ccc(-n2cc(C(=O)c3ccccc3O)cn2)cc1 | 5 | 3 | 28 | -2 | 109 | 1.5 | 17 | -4 | -8
COc1cc2c(=O)c(-c3ccc(O)cc3)coc2cc1OC1OC(CO)C(O)C(O)C1O (centres undefined) | -6 | -5 | 8 | 6 | 93 | -1.2 | 10 | -6 | 11
COc1ccc(CN(C(=O)c2ccc3c(c2)OCCO3)C(C(=O)NC2CCCCC2)c2ccc3ncccc3c2)cc1 (centres undefined) | 6 | -7 | 4 | 2 | 106 | -2.3 | -10 | -27 | -11
O=C(CNC(=O)c1cccc(F)c1)OCC(=O)N1CCCc2ccccc21 | -1 | 4 | 16 | 8 | 108 | 1.3 | -14 | -31 | -12

Next entries.
IDE cell inh	IDE cell activ	PHOSPHO1 inh	M4 PAM	MEKK3 PB1 HTS	CRFBP-R2 agonist	pCIP destab	CRFR2-BP antag	GalR3 antag	SMILES
1	-2	.	3	.	2.5	.	-5	-4	O=C(COc1ccccc1Cl)N1N=C(c2cccs2)CC1c1ccco1 (centres undefined)
-3	-7	-2	11	96	-0.9	-14	-8	-5	Cc1n[nH]c(=S)n1/N=C/c1ccc(OCc2ccc(Cl)cc2)cc1
-1	-3	37	2	99	0.1	-4	45	-6	Cc1ccc(-c2csc(NC(=O)c3ccccc3F)c2C(=O)O)cc1
-3	3	19	-15	106	.	-38	.	4	Cc1ccc2nc(C)c(CN3CCN(c4ccc([N+](=O)[O-])cc4Cl)CC3)n2c1
3	2	23	9	99	-5.5	-6	13	-2	O=C(NCC(=O)N1CCN(C(=O)c2ccco2)CC1)c1ccc(Br)cc1
0	-1	43	-2	76	1.2	5	-15	-5	CCOC(=O)c1c(NC(=O)c2ccncc2)sc(C)c1C
-2	-3	.	0	.	8.5	.	13	-1	Cc1ccc(S(=O)(=O)N2[C@@H](c3ccccc3)C(C(=O)O)=CC[C@H]2c2ccc(C(C)C)cc2)cc1
-3	3	39	5	101	0.6	-11	-4	1	CN(CCCNC(=O)C1CCCN(S(=O)(=O)c2cnc[nH]2)C1)c1ccccc1 (centres undefined)
1	0	-1	-3	110	-0.6	-15	-18	.	NC(N)=NC(N)=NCCc1ccccc1
2	0	34	0	106	4.7	-7	-1	-2	CCCCCCN1CC(=O)N2Cc3[nH]c4ccccc4c3C[C@H]2C1=O
4	6	.	-6	.	0.7	.	6	-6	CCN(CC)S(=O)(=O)c1cccc(NC(=O)COC(=O)c2cncc(Br)c2)c1
2	6	30	4	95	-6.7	-4	4	-2	CC12CN(C(=O)c3ccccc3Br)CC(C)(CN(C(=O)c3ccccc3Br)C1)C2=O
-5	6	10	-10	98	-1.2	-14	0	0	Cc1ccc(C)c(NC(=O)CSc2nnc([C@@H]3CCCN3C(=O)OC(C)(C)C)o2)c1
-1	5	.	0	.	-1.7	.	8	-4	COc1cc(NC(=O)CSc2nc(=O)n(CCN3CCOCC3)c3c2CCCC3)cc(OC)c1
3	7	7	15	90	3.5	-1	-39	1	Cc1ccc(C(=O)NC(=S)Nc2ccc(-c3cc4ccccc4oc3=O)cc2)c(C)c1
-1	-2	.	2	110	0.1	.	23	-4	COc1cc2c(cc1OC)-c1nnc(-c3cccs3)n1C(C)(C)C2
-1	-1	.	5	.	2.6	.	3	-5	O=C(Cc1ccc(S(=O)(=O)N2CCOCC2)s1)NNC(=O)c1ccccc1Cl
2	-1	32	5	104	0.8	0	18	4	O=C(CNC(=O)c1ccccc1Br)N/N=C/c1cccs1
4	0	5	23	106	1.1	-7	-14	-1	CCCCCC(=O)N(O)C1CC(=O)N(c2ccccc2)C1=O (centres undefined)
3	5	19	1	101	-1.6	-7	8	-1	CCn1c(SCC(=O)NC2CC2)nnc1C(C)Oc1ccccc1 (centres undefined)
3	3	18	-11	92	0.2	-10	5	3	O=C(CCN1CCc2ccccc2C1)Nc1ccc(F)c(F)c1
6	6	30	-4	111	75*	-9	-6	-2	CC(=O)Nc1nc2n(n1)C(c1ccc(F)cc1)C=C(c1ccccc1)N2 (centres undefined)
1	2	-16	9	97	0.4	5	-7	-3	Cc1noc(C(=O)NCc2ccccc2)c1Cl
3	-1	34	8	97	-3.4	2	-12	-12	COCCNC(=O)CN1N=C(c2ccc(OC)cc2)CCC1=O
1	-3	68*	-4	106	.	-14	.	4	O=C(NC(=O)c1ccccc1)Nc1ccccn1
-2	5	-8	-11	100	-3.3	13	8	3	COc1ccc(-n2c(CN3CCN(Cc4ccccc4)CC3)nc3ccc([N+](=O)[O-])cc3c2=O)c(OC)c1
4	3	.	-10	.	-0.8	.	49	-4	CCC[C@@H](CN1CCC[C@H]1CN1C(N)=NC[C@H]1CC(C)C)N1C[C@@H]([C@H](C)CC)N(CCc2ccc(Cl)c(Cl)c2)C1=N
4	0	18	-1	105	4.7	9	-21	-12	COc1cc(SC)ccc1C(=O)Nc1ccc2ncccc2c1
2	5	36	6	103	1.0	-10	3	0	CN(C(=O)CSc1nnc2ccccn12)C1CCS(=O)(=O)C1 (centres undefined)
3	7	1	6	105	-0.5	-3	-4	.	COc1ccc(-c2ccc(S(=O)(=O)NCC3CCCO3)cc2)cc1 (centres undefined)
3	-2	48	7	107	-3.5	-12	-14	-8	COC(=O)c1sc(=S)sc1C(=O)OC
.	.	.	3	.	-1.1	.	0	-7	O=C(COC(=O)c1ccc(F)cc1F)Nc1ccc2c(c1)OCO2
